GASC-1 inh: inhibitors of GASC-1 histone demethylase, primary screen, biochemical, fluorescence, DELFIA europium. GST-JMJD2C(1-420) H3K9me3 demethylation. inhibition, % at 2.35 µM. 330,000 tested, 0.069% active;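 active = more than half of a compound's replicate wells show inhibition beyond 50%, single wells judged on their own value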;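 also: signal counts dimethyl H3K9 product captured on neutravidin plate; 0% = median of DMSO wells and 100% = 0.3 times that DMSO median; strong numbers were not always called active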
Target sequence (Q9H3R0 1-420 limits assumed): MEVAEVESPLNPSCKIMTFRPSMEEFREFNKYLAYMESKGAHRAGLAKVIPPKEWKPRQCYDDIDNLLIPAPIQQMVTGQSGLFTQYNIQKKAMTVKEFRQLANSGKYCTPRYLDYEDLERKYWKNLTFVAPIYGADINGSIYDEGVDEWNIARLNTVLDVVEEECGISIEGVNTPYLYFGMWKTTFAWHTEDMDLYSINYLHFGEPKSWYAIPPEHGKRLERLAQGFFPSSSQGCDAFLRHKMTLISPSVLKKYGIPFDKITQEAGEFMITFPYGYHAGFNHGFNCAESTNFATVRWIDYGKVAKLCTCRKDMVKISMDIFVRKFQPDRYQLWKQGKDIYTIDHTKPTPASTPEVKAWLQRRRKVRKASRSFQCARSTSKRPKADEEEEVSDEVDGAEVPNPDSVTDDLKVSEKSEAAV
Efflux pump inh: inhibitors of Candida efflux pumps in yeast, primary screen, S. cerevisiae, Nile Red, multiplex. inhibition, % at 10 µM. S. cerevisiae Candida pump triplex. 330,000 tested, 0.44% active. AID 485275, 2010;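 active = plate passing quality check with inhibition over a set limit, or well fluorescence over plate mean plus 4 SD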;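 also: Nile Red retained in pooled yeast measured as flow cytometry median fluorescence; 0% = buffer negative control and 100% = Enniatin B positive control; higher means more Nile Red kept so more efflux inhibition; some compounds called inactive have numbers as strong as hits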
HCV core dimer: inhibitors of HCV core protein dimerization, primary screen, biochemical, TR-FRET, high-throughput | TR-FRET GST/Flag-core106 dimerization, 1536-well | inhibition, % at 5 µM | 300,000 tested, 0.33% active | AID 1899, 2009;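 active = inhibition above the mean of all tested compounds plus 3 SD, set per screening campaign, cut at about 45% in these data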
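System: GST-tagged and Flag-tagged HCV core protein residues 1-106 / Input: core106 proteins, GST 13.5 nM and Flag 17 nM / Buffer or medium: KF-containing HEPES buffer, pH 7.45, DTT, CHAPS, BSA / Probe or stimulus: Eu-anti-GST and XL665-anti-Flag labelled anti-tag antibodies / Schedule: 4 h, 22.5 °C incubation / Technique: TR-FRET 671 and 617 nm emission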
PP5 primary: PP5 phosphatase inhibitors, primary screen, biochemical, fluorescence. purified PP5c, OMFP substrate fluorescence. inhibition, % at 6.7 µM. 320,000 tested, 0.18% active. AID 1987, 2009;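 active = inhibition above the campaign's mean inhibition across all tested compounds plus 3 SD, cut at about 9.5% in these data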;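 also: 0% = DMSO only and 100% = 100 µM cantharidin control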
TPT1 inh: Candida albicans TPT1 enzyme inhibitors, primary screen, biochemical, fluorescence polarization. tRNA 2'-phosphotransferase TPT1 (Candida albicans SC5314). recombinant caTPT1, FP RNA substrate dephosphorylation. inhibition, % at 5 µM. 300,000 tested, 0.81% active;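 active = inhibition above the mean of all tested compounds plus 3 SD, set per screening campaign, cut at about 24% in these data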;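 also: plate controls were DMSO alone for no effect and ferristatin control at 100 nM for full effect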
PP1 inh: PP1-alpha phosphatase inhibitors, primary screen, counter-screen for PP5 inhibitor project, biochemical, fluorescence, OMFP substrate, single point | inhibition, % at 6.7 µM | purified PP1alpha | AID 2235, 2010 | 320,000 tested, 0.9% active | Serine/threonine-protein phosphatase PP1-alpha catalytic subunit (Homo sapiens), P62136;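 active = inhibition above the mean inhibition of all tested compounds plus 3 SD, computed separately for each screening campaign, cut at about 15% in these data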
Target sequence (P62136 whole entry, looked up): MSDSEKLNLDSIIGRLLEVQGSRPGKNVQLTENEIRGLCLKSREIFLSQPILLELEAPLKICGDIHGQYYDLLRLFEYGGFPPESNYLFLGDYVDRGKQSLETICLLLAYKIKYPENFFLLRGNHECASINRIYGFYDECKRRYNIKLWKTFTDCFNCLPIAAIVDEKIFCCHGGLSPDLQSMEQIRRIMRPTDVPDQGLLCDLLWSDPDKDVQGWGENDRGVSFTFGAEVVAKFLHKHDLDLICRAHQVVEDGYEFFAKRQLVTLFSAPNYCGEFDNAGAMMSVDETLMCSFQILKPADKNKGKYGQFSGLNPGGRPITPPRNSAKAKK
LYPLA2 inh: LYPLA2 inhibitors, primary screen, counter-screen for PME1 inhibitor project, biochemical, fluorescence polarization, FP-Rh probe ABPP. Acyl-protein thioesterase 2 (Homo sapiens), O95372. recombinant LYPLA2. inhibition, % at 5.9 µM. 320,000 tested, 0.38% active;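 active = inhibition above the screen-wide mean plus 3 SD, limit set per campaign, cut at about 26% in these data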;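 also: 0% = LYPLA2 with DMSO and 100% = wells lacking LYPLA2 enzyme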
Target sequence (O95372 whole entry, looked up): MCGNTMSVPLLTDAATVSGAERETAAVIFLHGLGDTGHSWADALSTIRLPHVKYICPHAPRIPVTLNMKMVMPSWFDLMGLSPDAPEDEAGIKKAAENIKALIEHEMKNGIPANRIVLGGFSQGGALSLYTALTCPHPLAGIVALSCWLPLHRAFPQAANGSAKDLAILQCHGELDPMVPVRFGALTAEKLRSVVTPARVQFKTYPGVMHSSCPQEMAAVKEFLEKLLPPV
CTSL1 counter: Fasciola hepatica cathepsin L1 inhibitors, primary screen, counter-screen for PFM18AAP inhibitor project, biochemical, QFRET, fluorogenic peptide substrate; AID 1906, 2009; 300,000 tested, 0.49% active; recombinant F. hepatica cathepsin L1, Z-Leu-Arg-MCA fluorescence; inhibition, % at 5.96 µM;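 active = inhibition above the mean of all tested compounds plus 3 SD, set per screening campaign, cut at about 17% in these data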;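 also: 0% = plate median of test compound wells and 100% = 1 µM Z-Phe-Ala-diazomethylketone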
PREPL inhibitor: PREPL enzyme inhibitors, primary screen, biochemical, fluorescence polarization | recombinant PREPL, fluorescence polarization activity-based probe | AID 2751, 2010 | 320,000 tested, 0.68% active | inhibition, % at 5.96 µM; in the data active = inhibition above about 43%;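 also: 0% = enzyme with DMSO and 100% = wells lacking enzyme; many of its hits are not listed in these tables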
* marks the source's active call; other numbers are inactive results; · = not tested or not shown. This is a subset, so the mix of outcomes need not match the whole.

SMILES,PP1 inh,PREPL inhibitor,PP5 primary,Efflux pump inh,LYPLA2 inh,HCV core dimer,CTSL1 counter,GASC-1 inh,TPT1 inh
CC(C)CCN1C(=O)c2ccccc2C1C(=O)NCc1cccnc1 (stereo not given),1,12,2.0,-0.1,7,-2,1,21,-4
Cc1ccccc1C(=O)N1c2ccccc2OCC1C(C)(C)C (stereo not given),-4,-5,-0.2,-0.2,-5,6,1,-8,-2
Cc1ccc(C(=O)C2CCN(CC(=O)Nc3ccc4c(c3)OCCO4)CC2)cc1,3,11,2.2,0.2,0,4,-1,-22,0
CC(C)CNC(=O)CSc1nnc(-c2ccc(Cl)cc2)n1N,-2,8,2.8,0.0,6,-1,4,-17,4
N/C(=N\c1nc(CSc2ccc(Cl)cc2)cc(=O)[nH]1)Nc1ccccc1C(F)(F)F,-5,3,0.3,-0.1,-2,13,-2,7,0
CCc1ccc(CNC(=O)C2CCCN(S(=O)(=O)N(CC)c3ccccc3)C2)cc1 (stereo not given),1,-2,1.1,0.1,-9,12,3,-3,-3
O=C(c1cc2cc(F)ccc2[nH]1)N1CCCC(Nc2ccc(F)cc2)C1 (stereo not given),-1,9,5.2,2.5,3,-5,0,-40,1
O=C(N/N=C/c1cccc([N+](=O)[O-])c1)c1ccc(CN2CCOCC2)cc1,1,-3,1.5,-0.1,9,-6,-3,-1,0
CCN(CC)CC(=O)Nc1c(C)cc(C(C)(C)C)cc1C,-6,0,1.8,-0.1,-5,7,-3,0,2
C=C1CCN([C@@H](C)C(=O)NCc2ccc(OC)cc2)S(=O)(=O)c2ccccc21,-4,-1,0.3,0.0,0,-2,-2,-3,0
Cc1cc(C(=O)OCC(=O)NCc2ccco2)c(C)n1-c1ccccc1,-1,10,-1.1,0.1,1,28,4,·,4
COc1ccc(OCC(=O)NC(=O)c2ccccc2)c([N+](=O)[O-])c1,1,17,4.6,-0.1,-1,·,·,1,·
CCC(=O)Nc1nnc(SCc2cccc(F)c2)s1,-1,1,-0.8,0.1,4,4,0,-5,-3
Cc1ccsc1/C=N/NC(=O)c1sccc1C,1,-2,0.9,0.0,-2,-1,-1,-2,1
O=C(Nc1ccc(N2CCOCC2)c(F)c1)c1cccs1,-5,-4,-2.6,0.0,-4,-3,0,2,1
CC(C)CN(CC(C)C)S(=O)(=O)N1CCC(C(=O)NCc2ccccn2)CC1,-4,4,3.3,0.0,1,0,-2,5,2
C/C(=N\NC(=O)C(N)=O)c1ccc(NC(=O)c2cccs2)cc1,2,-6,-0.2,0.4,-6,12,4,-6,2
O=C(CNS(=O)(=O)c1cccc2nonc12)NCc1ccc(F)cc1,0,-7,2.2,-0.1,-2,-4,-1,14,-4
CCC(C)NS(=O)(=O)c1ccc(S(=O)(=O)N(CC(=O)Nc2ccccc2)Cc2ccco2)cc1 (stereo not given),1,12,7.3,5.1,-7,13,-8,-22,-1
COc1ccc(N2CCN(C(=O)CNC(=O)Cn3cnc4sc(C)c(C)c4c3=O)CC2)cc1,-2,7,1.3,0.4,1,0,-3,-21,-2

Continuation:
SMILES,PP1 inh,PREPL inhibitor,PP5 primary,Efflux pump inh,LYPLA2 inh,HCV core dimer,CTSL1 counter,GASC-1 inh,TPT1 inh
CCNS(=O)(=O)c1ccc(NC(=O)c2ccccc2)cc1,2,4,2.5,0.1,3,-1,-4,7,0
COc1cccc(C(=O)c2c[nH]c(C(=O)NCCCN(C)C)c2)c1,-4,7,-1.9,0.0,4,3,-2,2,2
COCCCNS(=O)(=O)c1ccc2c(c1)CCN2C(C)=O,-6,-6,-2.7,0.0,2,1,2,-2,1
COc1ccc(S(=O)(=O)N2C(=O)/C(=C3\SC(N)=NC3=O)c3ccccc32)cc1,-1,10,0.3,-0.2,0,14,0,-2,1
COCCSc1nnc(NC(=O)c2ccc(OC)c([N+](=O)[O-])c2)s1,-5,10,-1.9,0.0,2,2,8,-5,2
COc1ccc(OC)c(S(=O)(=O)N2CCC(C(=O)Nc3cccc(C)c3)CC2)c1,-13,10,4.6,-0.1,-1,-21,1,-27,1
Cc1cc(C)nc(SC2CCCCC2NS(=O)(=O)c2ccc(Cl)cc2)n1 (stereo not given),-2,5,1.4,-0.3,0,8,2,4,1
COc1ccccc1C(CNC(=O)C(C)Oc1ccc(Br)cc1)N1CCCC1 (stereo not given),-1,8,-1.8,-0.1,-1,-9,8,0,-1
COc1cccc(CNC(=O)c2ccc(NC(=O)C3CCCO3)cc2)c1 (stereo not given),0,5,-0.4,-0.1,7,-2,1,-2,-1
COc1ccccc1C1CC(c2ccccc2)Nc2ncnn21 (stereo not given),-3,9,0.4,-0.2,-1,-2,-1,-14,-3
COc1ccc(C(C(N)=O)c2ncc(C(F)(F)F)cc2Cl)cc1OC (stereo not given),-14,3,0.3,-0.1,-5,-14,9,8,-1
Cc1cccc(N2CCN(C(=O)c3cccc(N4C(=O)C5CC=CC(C)C5C4=O)c3)CC2)c1C (stereo not given),5,28,2.6,0.0,11,9,5,-3,0
CCC(=O)Nc1ccc(-c2nnc(-c3ccccc3)o2)cc1,7,0,1.0,0.1,1,26,2,-2,-2
COC(=O)C1=C(CS(=O)(=O)c2ccc(Cl)cc2)NC(=O)NC1c1ccc(O)cc1 (stereo not given),-4,0,1.5,0.3,-4,-14,0,5,0
COc1ccc(-c2c(C#N)c(SCC(=O)Nc3ccccc3)nc3c2CCCC3)cc1,-1,4,2.3,0.1,-1,-108,3,-6,1
COc1cccc(C2(O)CCN(C(=O)C3CC3)CC2)c1,-1,-3,-2.0,0.0,1,-7,2,13,-2
CC(/C=N/n1c(-c2ccco2)n[nH]c1=S)=C\c1ccccc1,1,15,0.4,-0.1,13,-4,1,0,-3
CCCNC(=O)CCC(NS(=O)(=O)c1ccc(C)cc1)C(=O)NCCC (stereo not given),-1,-1,1.3,-0.1,6,-2,-4,-3,0
CC1CCN(CCCNC(=O)c2ccc3c(=O)n(Cc4ccc(Cl)cc4)c(=S)[nH]c3c2)CC1,6,-27,-0.5,0.0,-7,-3,5,3,-1
c1ccc(CSc2nnc(-c3cccnc3)o2)cc1,-7,5,-0.4,0.1,2,1,-1,0,0

Other compounds follow:
SMILES,PP1 inh,PREPL inhibitor,PP5 primary,Efflux pump inh,LYPLA2 inh,HCV core dimer,CTSL1 counter,GASC-1 inh,TPT1 inh
OC(CC#CCN1CCOCC1)(c1ccccc1)c1ccccc1,0,0,-0.1,0.0,-4,4,-2,-2,-1
Cc1cccc(NC(=O)CN2CCN(C(=O)C3CCCO3)CC2)c1C (stereo not given),-5,3,1.7,-0.1,-2,-1,1,17,-1
CN(C)CCCn1c(SCC(=O)N2CC(=O)Nc3ccccc32)nc2ccccc2c1=O,-7,1,1.1,0.1,6,-2,-3,-2,1
CC1C=CCC2C(=O)N(c3cccc(C(=O)N4CCCCCC4)c3)C(=O)C12 (stereo not given),1,6,-1.5,-0.2,6,2,5,-3,7
CCCc1cc(NCCN(C)C)n2c(nc3ccccc32)c1C#N,-4,22,0.5,0.0,3,7,5,7,0
Cc1nnc(NS(=O)(=O)c2ccc(Br)cc2)s1,1,-5,-2.0,0.1,-3,-1,1,8,-4
CCC(CC)c1nnc(NC(=O)COc2ccc3c(c2)OCO3)s1,-2,17,1.6,0.1,5,10,-10,-1,3
COCCNC(=S)N/N=C(\C)c1ccc(O)cc1,0,0,1.7,0.0,1,4,3,4,3
Cc1ccc(NC(=O)c2ccc(C(=O)c3ccccc3)cc2)nc1,-2,1,5.1,-0.2,5,2,1,-3,-4
O=S(=O)(c1ccc2ccccc2c1)N1C=CC(C(F)(F)F)=NCC1,0,-3,1.7,-0.1,2,-9,4,5,-7
O=C(CN1C(=O)NC2(CCc3ccccc32)C1=O)NCC(F)(F)F (stereo not given),-2,3,0.9,-0.3,-2,2,-1,5,2
Cc1ccc(N2CC(C(=O)Nc3nnc(SCc4ccccn4)s3)CC2=O)cc1 (stereo not given),1,6,1.6,0.0,11,9,-4,0,-4
CC(C)c1cccc(C(C)C)c1NC(=O)CCl,-5,5,0.2,-0.1,2,0,12,0,-1
COC(=O)C1=C(O)CSC1=Nc1ccc(C)cc1,-1,1,0.2,0.1,-1,-4,-3,8,-2
COc1ccccc1C(=O)Nc1c(C)cc(Br)cc1C,-8,1,-3.9,-0.1,5,-8,8,2,1
O=C1c2ccccc2CCC1C(O)c1ccccn1 (stereo not given),-1,11,-0.5,-0.2,8,-5,6,20,-7
CCCCCN(C(=O)CCC(=O)OCc1cc(C)ccc1C)c1c(N)n(CCCC)c(=O)[nH]c1=O,-3,5,-0.2,-0.1,6,0,5,5,1
O=C(O)c1ccc(CNCc2ccc(Cl)cc2Cl)cc1,-3,15,-0.4,0.3,-5,-2,-3,-4,4
COC(=O)c1ccc(NS(=O)(=O)c2ccc3c(c2)n(C)c(=O)n3C)cc1,-4,-2,-0.5,-0.2,9,-7,2,-12,-2
COc1cc(/C=N/NC(=O)CCc2ccccc2)ccc1O,0,-3,1.8,0.0,2,0,1,1,-2

Carrying on.
SMILES,PP1 inh,PREPL inhibitor,PP5 primary,Efflux pump inh,LYPLA2 inh,HCV core dimer,CTSL1 counter,GASC-1 inh,TPT1 inh
Cc1ccnc2nc(C(=O)OCC(=O)N3CCc4ccccc43)nn12,-4,3,-1.8,0.0,-3,-3,-5,-3,4
O=C(COC(=O)C1C2CC3OC(=O)C1C3C2)Nc1cccc(C(F)(F)F)c1 (stereo not given),-1,15,4.0,-0.3,-5,-3,-7,6,1
O=c1/c(=C/c2ccc(CNS(=O)(=O)c3ccccc3)o2)sc2n1CCN=2,2,4,0.7,0.1,-5,15,0,10,-2
CCOC(=O)CCCNC(=O)CCNC(=O)c1ccc(OC(C)C)cc1,-2,5,-0.2,0.0,5,-1,1,148,1
Cc1ccc(CN2CCSc3ccc(C(=O)NC4CCN(Cc5ccccc5)CC4)cc32)cc1,1,32,-1.3,0.2,3,-3,1,-1,0
CC(C)CC(=O)N1CCN(Cc2cccc(F)c2)CC1,0,-6,3.6,0.1,5,-5,0,-1,-3
COc1ccc(N2CC(C(=O)Nc3c(C(N)=O)oc4ccccc34)CC2=O)cc1 (stereo not given),-8,0,-0.3,0.1,8,-1,0,-3,-1
CCCN(CC(=O)Nc1ccccc1C)C(=O)CCN1C(=O)c2cccc([N+](=O)[O-])c2C1=O,-5,6,4.2,0.2,4,-2,0,5,-3
O=S(=O)(NCC1CCCO1)c1ccc(Oc2ccccc2)cc1 (stereo not given),0,11,-0.6,-0.1,1,-3,4,-7,-8

Given with values under each structure: two of the compounds above
Order of values – PP1 inh	PREPL inhibitor	PP5 primary	Efflux pump inh	LYPLA2 inh	HCV core dimer	CTSL1 counter	GASC-1 inh	TPT1 inh
- CCOC(=O)CCCNC(=O)CCNC(=O)c1ccc(OC(C)C)cc1
    -2	5	-0.2	0.0	5	-1	1	148	1
- Cc1ccc(CN2CCSc3ccc(C(=O)NC4CCN(Cc5ccccc5)CC4)cc32)cc1
    1	32	-1.3	0.2	3	-3	1	-1	0

Source: PubChem BioAssay (several laboratories)
